# MsrA act – bovine MsrA enzyme activators, primary screen, biochemical, absorbance, HTS; AID 602163, 2012; activation, % at 10.6 µM; purified bovine MsrA, absorbance read-out; 360,000 compounds, 0.3% hits; in the data active means activation above about 7.5%;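 further: 0% = vehicle and 100% = reference activator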
# Rin1 Abl inh – inhibitors of Rin1-Abl protein binding, primary screen, biochemical, TR-FRET; Tyrosine-protein kinase ABL1 (Homo sapiens) + Ras and Rab interactor 1 (Homo sapiens), …; inhibition, % at 7.35 µM; 360,000 compounds, 0.4% hits; AID 588664, 2011; in the data active means inhibition above about 5%, passing the limit was not always enough
# Rpn11 inh – Rpn11 (PSMD14) deubiquitinase inhibitors, primary screen, biochemical, fluorescence polarization, uHTS | 26S proteasome non-ATPase regulatory subunit 14 (Homo sapiens), O00487 | AID 588493, 2011 | human 26S proteasome, Ub4-pepOG fluorescence polarization; 20S core pre-blocked with epoxomicin | calls only at 20 µM | 360,000 compounds, 0.59% hits;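 active means inhibition at 20 µM, scaled to each plate's controls, above about 33%, limit read from the data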
# MT1-MMP act inh – blockers of MT1-MMP proenzyme processing, primary screen, HT1080 RFP-PRO-GFP cells, GFP/RFP fluorescence | 360,000 compounds, 0.061% hits | GFP/RFP ratio change, % at 20 µM | Matrix metalloproteinase-14 (Homo sapiens), P50281 | GFP/RFP ratio fluorescence, overnight; percent of plate control window, DMSO zero;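 active means GFP/RFP ratio change of at least 30% with cell ATP level not reduced by more than half and red fluorescence within 50% of control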; further: strong numbers were not always called active
#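 Compound: 20 µM single dose, 1% DMSO / System: HT1080 RFP-PRO-GFP cells / Controls: DMSO and RFP-L50D-GFP cell wells / Read-out basis: GFP/RFP fluorescence ratio / Schedule: overnight compound exposure at 37 °C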
# FAS TE block – FAS thioesterase domain inhibitors, primary screen, biochemical, fluorescence intensity, uHTS; inhibition, % at 15 µM; recombinant FAS-TE, OMFH fluorogenic substrate, fluorescence endpoint; 360,000 compounds, 0.67% hits; AID 602261, 2012;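 active means compounds whose normalised, plate-corrected inhibition of enzyme fluorescence in the single-dose primary screen is 50% or more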;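 further: 0% = DMSO with enzyme and 100% = substrate without enzyme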
# PABP1 MLLE inh – inhibitors of PABP1 MLLE–PAM2 peptide binding, primary screen, biochemical, fluorescence polarization, FITC-PAM2, GST-MLLE; Polyadenylate-binding protein 1 (Homo sapiens), P11940; inhibition, % at 20 µM; 360,000 compounds, 0.36% hits; in the data active means inhibition above about 35%, passing the limit was not always enough;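 further: plate controls were DMSO wells with GST-MLLE for no effect and wells lacking GST-MLLE protein for full effect; some results filed as inactive read as strong as hits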
# CSN deneddyl inh – inhibitors of CSN-mediated cullin deneddylation, primary screen, biochemical, fluorescence polarization, uHTS. AID 651999, 2013. Purified CSN, SCF-Nedd8-OG deneddylation. 360,000 compounds, 0.38% hits. COP9 signalosome complex subunit 5 (Homo sapiens), Q92905. inhibition, % at 12.5 µM;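 active means pattern-corrected inhibition above about 35%, with an unprinted fluorescence ratio check between 0.5 and 1.5, limit read from the data, passing the limit was not always enough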;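 further: 0% = enzyme with substrate and 100% = substrate without enzyme; some results filed as inactive read as strong as hits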
#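 Material: human Csn5 produced in HEK293T cells; Input: enzyme 0.24 nM; Reagent: SCFSkp2-Nedd8OG substrate at 10 nM final; Dosing: 12.5 µM compound; Incubation: 90 min reaction at room temperature; Detection: fluorescence polarization of the substrate; Evaluation: % inhibition of substrate cleavage by Csn5; Control set: substrate-only high control, full reaction low control.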
# MsrA inh – bovine MsrA enzyme inhibitors, primary screen, biochemical, absorbance, HTS. purified bovine MsrA, absorbance read-out. inhibition, % at 15.5 µM. 360,000 compounds, 0.75% hits. AID 651718, 2012; in the data active means inhibition above about 4.5%;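 further: 0% = vehicle wells with enzyme and 100% = reference inhibitor wells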
# E coli Lon inh – inhibitors of E. coli Lon protease, primary screen, biochemical, fluorescence polarization; P0A9M0; purified E. coli Lon protease; inhibition, % at 7.94 µM; 360,000 compounds, 0.42% hits; AID 602123, 2011; in the data active means inhibition above about 13%, passing the limit was not always enough;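 further: 0% = enzyme with probe and DMSO and 100% = no enzyme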
# * hit, by the source's call; i = inactive; nt = not tested or not shown; & = joins results of further samples. Rows are unselected (roughly 3.7% active in at least one column).
cpd	mol	E coli Lon inh	Rpn11 inh	Rin1 Abl inh	MT1-MMP act inh	FAS TE block	CSN deneddyl inh	MsrA act	MsrA inh	PABP1 MLLE inh
1	O=C(CSc1nc2[nH]c(=O)cc(O)c2s1)Nc1cc(Cl)cc(Cl)c1	-10	i	2	-3	-5	3	-1	2.5	1
2	C/C(=C1\SC(N2CCOCC2)=NC1=O)c1ccc(C)cc1	-6	i	0	4	-1	0	-6	2.0	13
3	N#CCc1nc2c3c4c(sc3ncn2n1)CCCC4	8	i	0	-11	2	6	-3	-0.3	-20
4	COc1ccc(-c2cc3ccccc3oc2=O)cc1	-2	i	-2	-1	11	3	-3	1.4	-10
5	CCC(Sc1nc2ccsc2c(=O)n1Cc1ccc(C(=O)O)cc1)C(=O)Nc1cc(Cl)ccc1C (stereo not given)	1	i	0	9	-1	4	0	0.5	-4
6	O=C1c2ccccc2C(=O)N1CSc1nnc2c3ccccc3n(CCc3ccccc3)c2n1	-3	i	-1	-2	14	1	-4	nt	10
7	O=C(CNC(=O)c1ccc(Br)o1)NNC(=O)c1cccc(Cl)c1	0	i	4	2	-8	-1	-8	0.4	-10
8	Cn1c(=O)c2c(ncn2CC(=O)Nc2nnc(Cc3ccccc3)s2)n(C)c1=O	-13	i	-4	11	-2	5	-8	-0.2	-4
9	CCn1cc(C(=O)OCc2ccc(F)cc2)c(=O)c2ccc(C)nc21	10	i	4	3	-4	-3	-1	0.0	16
10	O[C@@H]1CN(Cc2ccccc2Cl)CC[C@H]1N1CCOCC1	3	i	-2	-1	-1	4	-11	-0.7	4

# Single records (already shown). Order of values: E coli Lon inh, Rpn11 inh, Rin1 Abl inh, MT1-MMP act inh, FAS TE block, CSN deneddyl inh, MsrA act, MsrA inh, PABP1 MLLE inh
# Results for COc1ccc(-c2cc3ccccc3oc2=O)cc1 → -2, i, -2, -1, 11, 3, -3, 1.4, -10
# Results for C/C(=C1\SC(N2CCOCC2)=NC1=O)c1ccc(C)cc1 → -6, i, 0, 4, -1, 0, -6, 2.0, 13
# Results for Cn1c(=O)c2c(ncn2CC(=O)Nc2nnc(Cc3ccccc3)s2)n(C)c1=O → -13, i, -4, 11, -2, 5, -8, -0.2, -4
# Results for N#CCc1nc2c3c4c(sc3ncn2n1)CCCC4 → 8, i, 0, -11, 2, 6, -3, -0.3, -20
# Results for O=C(CNC(=O)c1ccc(Br)o1)NNC(=O)c1cccc(Cl)c1 → 0, i, 4, 2, -8, -1, -8, 0.4, -10

# Additional results:
cpd	mol	E coli Lon inh	Rpn11 inh	Rin1 Abl inh	MT1-MMP act inh	FAS TE block	CSN deneddyl inh	MsrA act	MsrA inh	PABP1 MLLE inh
11	COc1ccccc1/C=C1\SC(=S)N(CCC(=O)NCCc2ccc(O)cc2)C1=O	-1	i	-1	2	46	-3	4	1.8	-3
12	Cc1cccc(NC(=S)N2CCN(S(=O)(=O)c3cccc(F)c3)CC2)c1	-2	i	3	-1	3	4	-8	0.8	-88
13	Cc1ccnc(NC(=O)CCCOc2cc(=O)n(C)c3ccccc23)c1	-5&6	i	-1&3	7&9	-8&-4	-8&0	-6&-1	-0.3&1.7	6&-8
14	CC(C)(C)c1ccc(C(=O)Cn2cnnc2C#N)cc1	4	i	0	1	-4	4	-1	-0.1	-15
15	COc1ccc2c(c1)C(=NNC(=O)c1ccccn1)c1cc(OC)ccc1-2	-3	i	1	-2	10	11	0	0.7	2
16	CC(=O)c1cccc(NC(=O)NCc2ccc3c(c2)OCO3)c1	-8	i	1	-1	2	-2	-3	-0.8	-15
17	CC(C)(C)Cc1nnc(NS(=O)(=O)c2ccccc2)s1	-8	i	2	1	-10	-1	-5	3.3	3
18	Cn1ccsc1=NC(=O)c1ccc(S(C)(=O)=O)c([N+](=O)[O-])c1	-6	i	-1	0	6	0	-4	-0.1	-29
19	Cc1ccc([N+](=O)[O-])c(OCc2ncc(Cl)n2C)c1	3	i	1	0	-3	-3	1	-0.9	-7
20	C=CCNC(=O)c1ccccc1NC(=O)c1ccc(Cl)c(S(=O)(=O)Nc2ccccc2)c1	-6	i	-1	4	23	2	-8	0.3	-12
21	CC(C)(C)c1ccc(-c2noc(-c3ccc4c(c3)CCO4)n2)cc1	7	i	-4	9	28	-6	-6	-0.4	1
22	C[C@]12CCC(=O)C=C1CC[C@@H]1[C@@H]2CC[C@@]2(C)[C@H]1CC[C@@]21CCC(=O)O1	-8	i	2	7	5	-1	-4	0.4	-3
23	Cc1cc(C)c(NC(=O)COC(=O)C2CCCO2)c(C)c1 (stereo not given)	-1	i	1	1	-5	-4	-3	0.0	-15
24	O=C(N/N=C/c1ccc([N+](=O)[O-])o1)c1cc(-c2ccncc2)nc2ccccc12	-4	i	-3	-4	11	3	-10	6.1*	0
25	O=C(OCC(=O)N1CCCC1)c1cc(Br)ccc1Cl	1	i	-2	0	-5	5	-12	-0.9	7
26	COc1cccc(C(=O)NCCSc2ccc(Br)cc2)c1	2	i	1	2	16	-14	-3	-0.3	-2
27	COc1ccccc1C(=O)NCC(=O)N/N=C/c1ccc2c(c1)OCO2	0	i	-4	-5	-1	-1	-1	1.1	-1
28	CCCCNC(=O)CSc1nc2c(sc(=S)n2-c2cc(Cl)ccc2OC)c(=O)[nH]1	-12	i	-1	1	-3	2	-5	1.7	2
29	COc1ccc(Cc2nnc(SCC(=O)N(C)c3ccccc3)o2)cc1	-7	i	0	1	-7	-2	-3	-0.8	-7
30	C/C=C/c1ccc(OCCOCCOc2cccc3cccnc23)c(OC)c1	-2	i	-1	-1	-3	-17	-2	-0.2	6
31	COc1cccc(NC(=O)CSCC(=O)Nc2ccccc2)c1	1	i	0	2	-1	-1	-5	1.3	2
32	CCN(CC(=O)Nc1cccc(S(=O)(=O)N2CCCCC2)c1)Cc1ccccc1	-12	i	-2	-3	18	-5	-2	-0.6	-17
33	Fc1ccc2cnc(-c3ccccc3)cc2c1	-4	i	0	6	3	8	-2	1.5	11
34	CCN(CC)C(=O)[C@H]1C[C@H](CC(=O)NC(C)(C)C)C(=O)N2CCc3c([nH]c4ccc(Cl)cc34)[C@]12C	-1	i	1	-7	-4	-4	2	-0.4	5
35	Nc1nnc(SCC(=O)N2CCN(c3ccccc3)CC2)n1-c1ccccc1	1	i	1	-1	-5	1	-13	0.4	-10
36	CCOC(=O)C1=C(COC(=O)c2c(OC)cccc2OC)NC(=O)NC1C (stereo not given)	-4	i	0	3	-5	-3	-3	0.5	5
37	Cc1cc2cc(CCNC(=O)c3ccc(S(=O)(=O)N4CCCC4)cc3)c(=O)[nH]c2cc1C	8	i	-6	5	14	-1	-2	0.6	-5
38	CN(CC(=O)NC1CCCCCCC1)S(=O)(=O)c1cccc2cccnc12	-10	i	2	-1	2	-2	-4	-0.5	16
39	CCc1cccc(CC)c1N1C(=O)C2=C(SCCCS2)C1=O	180*	i	1	-64	-27	-1	-4	-0.1	163
40	O=S(=O)(NCc1ccc(F)cc1)c1ccc(-n2cccn2)cc1	1	i	0	-1	-2	-1	-2	0.5	-12

# Part of the list above, field by field.
34. CCN(CC)C(=O)[C@H]1C[C@H](CC(=O)NC(C)(C)C)C(=O)N2CCc3c([nH]c4ccc(Cl)cc34)[C@]12C
- E coli Lon inh: -1
- Rpn11 inh: i
- Rin1 Abl inh: 1
- MT1-MMP act inh: -7
- FAS TE block: -4
- CSN deneddyl inh: -4
- MsrA act: 2
- MsrA inh: -0.4
- PABP1 MLLE inh: 5

35. Nc1nnc(SCC(=O)N2CCN(c3ccccc3)CC2)n1-c1ccccc1
- E coli Lon inh: 1
- Rpn11 inh: i
- Rin1 Abl inh: 1
- MT1-MMP act inh: -1
- FAS TE block: -5
- CSN deneddyl inh: 1
- MsrA act: -13
- MsrA inh: 0.4
- PABP1 MLLE inh: -10

# (next part)
cpd	mol	E coli Lon inh	Rpn11 inh	Rin1 Abl inh	MT1-MMP act inh	FAS TE block	CSN deneddyl inh	MsrA act	MsrA inh	PABP1 MLLE inh
41	O=C1N(Cc2ccccc2)c2ccc(Cl)cc2C12OCCO2	-4	i	0	3	13	-3	-1	-0.3	6
42	CC(C)C(=O)Nc1cccc(C(=O)Nc2ccccc2C(=O)O)c1	2	i	-2	0	-5	1	-1	0.3	4
43	Cc1ccc(NC(=O)c2ccc(NCCCN3CCOCC3)c([N+](=O)[O-])c2)cc1Cl	-3	i	-2	5	18	-16	-2	-0.1	-9
44	CC(=O)c1cc(F)c(N2CCN(c3ccc([N+](=O)[O-])cc3F)CC2)cc1C	-10	i	3	5	-6	-2	-2	0.8	4
45	CCOC(=O)C1(Cc2ccc(O)cc2)NC(c2ccco2)C2C(=O)N(c3ccccc3F)C(=O)C21 (stereo not given)	-10	i	6	2	-6	4	-9	-0.3	5
46	COc1ccc(OC)c(NC(=O)CCN2CCN(c3ccccc3F)CC2)c1	10	i	3	-2	4	0	2	1.6	-4
47	CCN(C(=O)CSc1nc2cc(C(F)(F)F)ccc2n1Cc1ccccc1)C1CCS(=O)(=O)C1 (stereo not given)	-1	i	2	-4	33	3	-1	0.8	-12
48	Cc1cc(C)nc(NS(=O)(=O)c2ccc(NC(=S)NC(=O)CC(C)C)cc2)n1	-3	i	-1	8	-9	1	1	-0.7	12
49	CC1CC(C)CN(C(=O)c2ccc3c(=O)n(Cc4ccc5c(c4)OCO5)c(=S)[nH]c3c2)C1 (stereo not given)	-7	i	2	-7	0	4	-3	1.1	-82
50	CCOC(=O)c1cn2nc(Oc3ccc(C#N)cc3)ccc2n1	-7	i	-2	-2	-6	3	0	-0.9	7
51	C=CCn1c(SCC(=O)Nc2c(C)n(C)n(-c3ccccc3)c2=O)nnc1-c1ccncc1	0	i	-3	5	-10	-3	0	1.1	4
52	Cc1cccc(OCCCC(=O)Nc2ccc(N3CCOCC3)cc2)c1	-2	i	5	3	-7	-3	-4	0.3	-4
53	C=CCc1cccc(/C=N/NC(=O)CCC(=O)Nc2ccc(F)cc2)c1O	-11	i	-3	-4	13	2	-2	2.1	2
54	O=P(CCCO)(Cc1ccccc1)Cc1ccccc1	4	i	2	-1	-4	-7	-2	0.7	1
55	CCCCN1CC(COCc2ccccc2)Oc2cccc(F)c2S1(=O)=O (stereo not given)	3	i	-3	0	25	-1	-6	-0.3	12
56	O=C(CCCN1C(=O)/C(=C/c2ccccc2Cl)SC1=S)NNC(=O)c1ccc(Cl)cc1Cl	-6	i	-5	4	-1	2	-1	-0.5	-18
57	CCSc1nnc(NC(=O)CCCOc2ccc(C)cc2)s1	1	i	4	nt	-11	-2	-13	-0.9	14
58	Cc1cc(C)c(S(N)(=O)=O)c(C)c1-n1cnnn1	-4	i	1	-1	-5	-8	-1	3.0	-1
59	CCOC(=O)C1=C(COC(=O)COc2ccccc2C=O)NC(=O)NC1C (stereo not given)	2	i	1	0	-7	8	-4	-0.3	0

# Assay outcomes deposited in PubChem by several laboratories.
